# human PMI inhibitors: human PMI inhibitors, high substrate, primary screen, biochemical, fluorescence intensity, high mannose 6-phosphate (AID 1220); 0.66% of 190,000 active; recombinant PMI enzyme, coupled fluorescence intensity; higher % means a stronger effect; inhibition, % at 20 µM; hits with a dose series show IC50 in µM
# K1F lysis inhibition: protection from phage-mediated lysis, alamar blue read-out – E. coli UTI89, K1F phage, bacterial capsule biogenesis inhibitors (AID 488966); E. coli UTI89 K1F phage lysis, alamar blue, 2 h; higher % means a stronger effect; inhibition, % at 100 µM; hits with a dose series show IC50 in µM; 0.02% of 340,000 active;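 active = phage lysis inhibition, versus mean bacterial control, above a set limit; inconclusive = no clear call, values can overlap the other calls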;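 note: capsule biogenesis inhibitors block K1F phage lysis so surviving cells raise fluorescence; higher fluorescence means more inhibition of phage lysis; actives were called in the ten point dose series up to 300 µM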
# TNAP activators: stimulation of alkaline phosphatase TNAP activity – biochemical, luminescent, no phosphate acceptor, uHTS, primary screen (AID 1001); purified TNAP, luminescent activation assay, no phosphate acceptor; higher activation fold means a stronger effect; activation fold at 20 µM; hits with a dose series show EC50 in µM; 0.03% of 200,000 active; in the data active = activation fold from about 3, or a potency from the dose series; inactive = the rest, 99 in 100 with activation fold below about 1.6; note: many of its hits are not listed in these tables
# PMI inhibitors: MPI enzyme activity inhibition – biochemical, fluorescence intensity, coupled assay, primary screen (AID 1209); one-dose inhibition, % at 20 µM; IC50 in µM for titrated hits; purified PMI enzyme, coupled fluorescence intensity; higher % means a stronger effect; 0.42% of 190,000 active;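 note: plate controls were DMSO vehicle for no effect and wells lacking substrate for full effect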
# Siah-1 displacement: blockers of Siah-1 interaction with plectin peptide – biochemical, fluorescence polarization, rhodamine-plectin, uHTS, primary screen (AID 1817); Siah-1 / rhodamine-plectin peptide fluorescence polarization; higher % means a stronger effect; 0.02% of 290,000 active; displacement, % at 20 µM, or IC50 in µM where a hit was titrated;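 active = displacement of at least 50% at 20 µM, with a fluorescence ratio check between 0.3 and a set limit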;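 note: plate controls were Siah plus tracer with DMSO for no effect and tracer alone without Siah for full effect; strong numbers were not always called active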
# M1AAP inhibition: malaria alanyl aminopeptidase activity blockers – biochemical, fluorogenic H-Leu-NHMec substrate, 1536-well (AID 1445). inhibition, % at 30 µM; hits with a dose series show IC50 in µM. 0.42% of 220,000 active. recombinant M1AAP, H-Leu-NHMec fluorogenic kinetic assay; higher % means a stronger effect;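 active = primary inhibition above the hit cutoff, then over 50% inhibition at one or more dose response concentrations, cut at about 23% in these data, passing the limit was not always enough; inconclusive = conflicting primary data, or primary hits not chosen for dose response; inactive = low primary inhibition, or under 50% at every dose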;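 note: plate controls were DMSO full reaction for no effect and no enzyme background for full effect; strong numbers were not always called active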
# M17LAP inhibition: P. falciparum M17LAP inhibitors, primary screen, biochemical, fluorogenic H-Leu-NHMec substrate, 1536-well (AID 1619). recombinant M17LAP, H-Leu-NHMec fluorogenic kinetic assay; higher % means a stronger effect. inhibition, % at 30 µM; hits with a dose series show IC50 in µM. 0.38% of 220,000 active;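 active = compound inhibiting the enzyme by more than half at any dose during confirmatory dose-response retesting; inconclusive = strong single-dose inhibitors picked by rank but not retested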;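 note: plate controls were full reaction with DMSO carrier for no effect and no enzyme background for full effect; strong numbers were not always called active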
# Lipid droplet: modulators of hepatic lipid droplet formation. AML12 mouse hepatocytes, oleate lipid droplets, BODIPY imaging. inhibition, % at 6.5 µM. 0.4% of 240,000 active;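 active = lipid droplet intensity inhibited by at least 50%, with more than 500 cells counted; inconclusive = wells with under 300 cells, treated as cytotoxic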
#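 Assay system: AML12 hepatocytes (mouse); Probe or stimulus: oleic acid at 100 µM to induce lipid droplet formation; Dosing: compound at 6.5 µM only; Schedule: compound with oleate, overnight; Detection: fluorescence imaging, 20x objective, two fields per well; Measure: % inhibition of lipid droplet signal.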
# XIAP displacement: small molecules displacing peptide from XIAP – biochemical, IAP family, fluorescence polarization (AID 1018). XIAP BIR domain, fluorescence polarization peptide displacement; higher % means a stronger effect. displacement, % at 20 µM; hits with a dose series show IC50 in µM. 0.007% of 200,000 active; in the data active = displacement above about 50%; note: a part of the inactive calls stands beside numbers as strong as those of hits
# Lipid droplet cells 6.5 µM: second read-out of Lipid droplet, no call of its own (marks repeat the call); cell count; measured here: cell count, cytotoxicity flag;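 cells counted across two imaged fields per well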
# * hit, by the source's call; u = inconclusive; x = no result given; [ ] = another dose, or the depositor's remark. Cut-off read from the data, not from the text of the source, unless noted: active = inhibition above about 50%; inactive = the rest. These rows are one share of the data (hit frequency here may not be typical).
SMILES,human PMI inhibitors,K1F lysis inhibition,TNAP activators,PMI inhibitors,Siah-1 displacement,M1AAP inhibition,M17LAP inhibition,Lipid droplet,Lipid droplet cells 6.5 µM,XIAP displacement
CCN1CCN(Cc2cc(C(C)(C)C)c(O)c(C(C)(C)C)c2)CC1,11%,x,1,16%,5%,9%,-2%,7,762,-3.6%
CCCCn1c(NC(=O)c2ccco2)c(C(=O)OCC)c2nc3ccccc3nc21,x,0.1%,1.1,56%*,5%,15%,-116%,x,x,1.9%
COc1ccc(C(C)=O)cc1CC(C(=O)c1ccc(C)c(C)c1)N(C)C (stereo not given),2%,0.3%[50 µM],1,15%,-5%,-8%,0%,-11,665,-2.0%
Cc1cc(C(=O)Nc2ccc3c(c2)OCCO3)nn1C(C)(C)C,x,-1.1%,x,x,4%,2%,6%,-24,675,x
CCC(CO)Nc1ccc([N+](=O)[O-])c2cccnc12 (stereo not given),39%,8.4%,0.8,12%,6%,15%,17%,x,x,-1.9%
CC(=NCCC1=CCCCC1)c1c(O)n(-c2ccccc2)c(=O)[nH]c1=O,x,x,x,x,7%,-1%,-3%,-2,699,x
CC(=O)CC(=O)C1C(=O)N(C)C(=O)N(C)C1=O,-23%,0.3%,1.1,-25%,7%,5%,28%,-8,718,-4.0%
Cc1ccc(N2C(=O)NC(=O)/C(=C/c3ccc(-c4ccc(C(=O)O)c(Cl)c4)o3)C2=O)cc1,-18%,1.1%,1,-12%,0%,13%,44%,4,765,-6.8%
O=c1[nH]c(O)c(N=Nc2ccc(S(=O)(=O)N3CCOCC3)cc2)c(=O)[nH]1,5%,-0.1%,1,13%,-9%,-9%,10%,10,627,-1.5%
CC(=O)c1cccc(OCC(O)CN2CC=C(c3ccccc3)CC2)c1 (stereo not given),-3%,-0.9%,1.1,1%,2%,-1%,17%,x,x,-4.0%
CC(C)OP(=O)(OC(C)C)C(O)c1ccc(Br)cc1 (stereo not given),6%,1.5%[50 µM],1,16%,0%,0%,1%,-39,635,-5.3%
CC/C(=N\N1CCCCCC1)c1c(O)n(-c2ccccc2C)c(=O)[nH]c1=O,2%,-0.1%,1,3%,-4%,1%,1%,-3,653,-3.0%
C=C1N2CCC(CC2)C1(O)c1ccccc1C (stereo not given),-3%,4.2%,1.2,0%,-1%,-2%,3%,x,x,-12%
CCCCn1c(O)c(/C=N/N2CCCCC2c2cccnc2)c(=O)[nH]c1=S (stereo not given),4%,0.1%,1.3,6%,3%,2%,7%,32,632,-5.0%
Cc1c(C=C2C(=O)NC(=O)NC2=O)c(=O)n(-c2ccccc2)n1C,-4%,2.6%,1.2,-5%,7%,0%,24%,-10,662,-3.6%
O=[N+]([O-])c1ccc(N2CCOCC2)c2cccnc12,37%,-0.4%,1,5%,-6%,10%,6%,5,719,-4.0%
O=C(N/N=C/c1c(O)n(CCc2ccc(F)cc2)c(=O)[nH]c1=O)c1ccncc1,53%*,0.2%,0.7,28%,-2%,u,45%,-5,754,-5.5%
COc1ccc(NP(=O)(Oc2cccc(C)c2)Oc2cccc(C)c2)cc1OC,x,-0.4%,x,x,-2%,-6%,-8%,-24,673,x
CC12CC[C@H]3[C@@H](CCC4(O)C[C@H](O)CCC34/C=N/NC(=O)c3ccc(O)cc3)C1(O)CCC2C1=CC(=O)OC1 (stereo not given in full),x,0.3%,x,x,2%,4%,7%,7,743,x
Cc1cccc(-n2c(O)c(/C=C/C=Nc3ccccc3)c(=O)[nH]c2=O)c1,-16%,4.3%,1,-15%,1%,19%,19%,3,721,-3.6%

# At a glance, some entries already given.
SMILES,human PMI inhibitors,K1F lysis inhibition,TNAP activators,PMI inhibitors,Siah-1 displacement,M1AAP inhibition,M17LAP inhibition,Lipid droplet,Lipid droplet cells 6.5 µM,XIAP displacement
O=c1[nH]c(O)c(N=Nc2ccc(S(=O)(=O)N3CCOCC3)cc2)c(=O)[nH]1,5%,-0.1%,1,13%,-9%,-9%,10%,10,627,-1.5%
CC(=O)c1cccc(OCC(O)CN2CC=C(c3ccccc3)CC2)c1 (stereo not given),-3%,-0.9%,1.1,1%,2%,-1%,17%,x,x,-4.0%
CC(C)OP(=O)(OC(C)C)C(O)c1ccc(Br)cc1 (stereo not given),6%,1.5%[50 µM],1,16%,0%,0%,1%,-39,635,-5.3%
CC/C(=N\N1CCCCCC1)c1c(O)n(-c2ccccc2C)c(=O)[nH]c1=O,2%,-0.1%,1,3%,-4%,1%,1%,-3,653,-3.0%
C=C1N2CCC(CC2)C1(O)c1ccccc1C (stereo not given),-3%,4.2%,1.2,0%,-1%,-2%,3%,x,x,-12%
CCCCn1c(O)c(/C=N/N2CCCCC2c2cccnc2)c(=O)[nH]c1=S (stereo not given),4%,0.1%,1.3,6%,3%,2%,7%,32,632,-5.0%
Cc1c(C=C2C(=O)NC(=O)NC2=O)c(=O)n(-c2ccccc2)n1C,-4%,2.6%,1.2,-5%,7%,0%,24%,-10,662,-3.6%
O=[N+]([O-])c1ccc(N2CCOCC2)c2cccnc12,37%,-0.4%,1,5%,-6%,10%,6%,5,719,-4.0%
O=C(N/N=C/c1c(O)n(CCc2ccc(F)cc2)c(=O)[nH]c1=O)c1ccncc1,53%*,0.2%,0.7,28%,-2%,u,45%,-5,754,-5.5%

# Additional structures.
SMILES,human PMI inhibitors,K1F lysis inhibition,TNAP activators,PMI inhibitors,Siah-1 displacement,M1AAP inhibition,M17LAP inhibition,Lipid droplet,Lipid droplet cells 6.5 µM,XIAP displacement
CCN1C(=O)C(=Cc2cc(C)n(C3CC3)c2C)C(=O)N(CC)C1=S,x,1.3%[50 µM],0.8,64%*,-4%,6%,21%,6,645,-4.1%
O=C(Nc1cccc(OC(=O)N2CCCCC2)c1)N1CCOCC1,-4%,-0.6%,1.1,-14%,1%,5%,6%,-10,702,-3.5%
O=[As](O)(O)c1ccc(N=Nc2ccc(O)cc2)cc1,x,1.2%[50 µM],x,x,6%,9%,6%,13,753,x
CCn1nc(/C=C/c2ccccc2)nc2c(=O)n(C)c(=O)nc1-2,47%,x,1,40%,2%,7%,18%,-56,566,-4.9%
COCCN1C(=O)NC(=O)/C(=C\c2ccc(F)cc2)C1=O,2%,-0.3%,1,0%,8%,2%,-3%,4,714,-8.3%
O=C(N/N=C/c1c(O)n(-c2ccccc2)c(=O)[nH]c1=O)c1ccncc1,4%,0.3%,0.8,4%,-1%,30%,52%,-24,675,-1.0%
CC(=O)N1N=C2C3CCN(CC3)C2C1c1ccc(F)cc1 (stereo not given),8%,1.1%,1,10%,-2%,5%,-1%,2,745,0.8%
COc1cc(C(CN)CC(=O)O)ccc1O (stereo not given),x,0.3%,x,x,1%,8%,7%,2,752,x
Cc1ccc(S(=O)(=O)N2CCCC(C(=O)N3CCC4(CC3)OCCO4)C2)cc1 (stereo not given),-4%,0.2%,1,-5%,-2%,4%,3%,x,x,-4.4%
C1=C(c2c[nH]c3ccccc23)CCN(Cc2ccccc2)C1,-2%,0.1%,1.1,0%,1%,2%,4%,-2,656,-1.4%
NC(N)=N/N=C/c1ccc(N2CCOCC2)cc1,-4%,-0.1%,1.1,-6%,-2%,2%,5%,23,700,-12%
COc1ccc(Oc2cc(NC(=O)c3nn(C)cc3[N+](=O)[O-])cc([N+](=O)[O-])c2)cc1,3%,-2.2%,1.1,5%,3%,3%,-12%,x,x,-6.1%
CC(C)[N+](C)(CCC(C(N)=O)(c1ccccc1)c1ccccc1)C(C)C,5%,4.3%,1.1,12%,5%,-5%,3%,-7,674,2.0%
N#Cc1ccccc1Cn1cc(C(=O)c2ccco2)c2ccccc21,14%,1.0%,1.1,14%,5%,-2%,-6%,-2,663,-7.8%
Clc1cccc(C2NCCc3[nH]cnc32)c1 (stereo not given),7%,0.5%[50 µM],1.1,-1%,3%,5%,-1%,x,x,-0.2%
C1=C(c2ccccc2)CCNC1,x,-0.1%,x,x,0%,5%,7%,-3,788,x
Cc1ccc2nc(N3CCC(C(=O)N4CCC5(CC4)OCCO5)CC3)sc2c1,-2%,-0.3%,1.1,3%,7%,3%,3%,x,x,-1.9%
CC1=[N+]([O-])C2(N)CCc3nonc3C2(O)C1 (stereo not given),0%,-0.3%,1.1,0%,-6%,-15%,9%,x,x,-6.5%
N#CC(C#N)=Cc1ccc(N2CCOCC2)cc1,x,-0.2%,x,x,1%,5%,-15%,13,665,x
C[n+]1c(-c2ccccc2)cc(CCCCc2cc(-c3ccccc3)[n+](C)c(-c3ccccc3)c2)cc1-c1ccccc1,-7%,0.0%,0.9,-36%,-7%,3%,1%,5,733,-1.7%
c1ccc(-c2[nH]c(-c3ccccc3)[n+](CC3CO3)c2-c2ccccc2)cc1 (stereo not given),4%,5.6%,1.1,14%,-4%,10%,3%,-32,527,-8.6%
N#CC(C#N)=Cc1cccnc1,15%,-0.9%,1.1,-5%,-3%,-3%,9%,-3,695,-1.6%
C=CCn1c(O)c(C(CC)=Nc2ccc3c(c2)CCC3)c(=O)[nH]c1=O,x,0.6%,x,x,5%,0%,-11%,13,714,x
CCC(C)OC(=O)c1c(N)n(Cc2cccs2)c2nc3ccccc3nc12 (stereo not given),8%,-0.2%,1,22%,-1%,7%,-5%,-1,798,-5.7%
CCN(CC)c1ccc(/C=C2\C(=O)NC(=O)N(Cc3ccco3)C2=O)cc1,-4%,5.5%,0.9,-3%,5%,16%,28%,4,507,-4.4%
C[N+]1(C)[C@@H]2CC[C@H]1CC(OC(=O)C(CO)c1ccccc1)C2 (stereo not given in full),1%,0.3%,1.1,-1%,10%,6%,-10%,20,732,-1.6%
CCN(CC)C(=O)c1ccc(NC(=O)Cn2nc(C)c3ccccc3c2=O)cc1,14%,4.1%,1.1,16%,0%,2%,0%,7,759,-3.0%
CNC(=S)N1CCn2cccc2C1c1cccnc1 (stereo not given),11%,0.4%,1.1,-1%,8%,9%,1%,-10,673,-2.0%
CC(=NCCc1c[nH]c2ccccc12)c1c(O)n(Cc2ccccc2)c(=O)[nH]c1=O,x,-0.6%,x,x,-6%,-1%,-4%,-20,732,x
COc1ccc(N2C(=O)/C(=C/c3cccs3)C(=O)NC2=S)cc1,x,0.0%,x,x,8%,8%,6%,6,738,x

# Screens: PubChem BioAssay, several laboratories
